NCI-60 one-dose screen, 48 h, at 10 µM unless noted. Numbers give growth in % (100 = growth as untreated, 0 = no growth, -100 = all killed).
SN12C – SN12C renal cancer cells | 3.8% of 81,000 active | AID 1794767
SF-539 – SF-539 CNS cancer | 6.8% of 81,000 active
786-0 – 786-0 renal cancer cells; 5.1% of 81,000 active; AID 1794775
PC-3 – PC-3 prostate cancer cells; 3.9% of 80,000 active; AID 1794754
SF-295 – SF-295 CNS cancer cells | AID 1794758 | 5.6% of 79,000 active
U251 – U251 CNS tumor cells; 5.4% of 80,000 active; AID 1794753
UO-31 – UO-31 renal cancer | AID 1794768 | 5.2% of 81,000 active
DU-145 – DU-145 prostate cancer | 4.2% of 81,000 active
SF-268 – SF-268 CNS cancer cells; 3.1% of 82,000 active
Numbers without * were called inactive; . = not tested or not shown; & = joins results of further samples. The calls were made as follows: active = growth percent below 10; inactive = the rest.

The first 7 compounds, ahead of the listing:
Molecule,SN12C,SF-539,786-0,PC-3,SF-295,U251,UO-31,DU-145,SF-268
CCC(C)(C)C1CCC(O)CC1 (stereo unspecified),99,104,.,99,114,107,.,107,101
Cc1nnc(NC(=O)c2nc(S(=O)(=O)Cc3ccc(F)cc3)ncc2Cl)s1,65,84,48,71,99,62,74,88,91
N#CC(C#N)N=Nc1ccc(Cl)cc1,33,53,59,55,95,89,11,68,85
COc1cccc(-c2cc(-c3ccc(Nc4nc(Nc5ccc(F)cc5)nc(Nc5ccc(F)cc5)n4)cc3)nc(N)c2C#N)c1,102,99,90,75,87,95,99,107,96
CCOC(=O)c1[nH]c(-c2ccc(Cl)cc2)cc1-c1cccnc1,44,-25*,24,14,11,21,21,19,47
Cc1[nH]nc2c1C(c1cc3c(cc1[N+](=O)[O-])OCO3)C(C#N)=C(N)O2 (stereo unspecified),96,93,106,102,103,100,75,111,99
CC1(c2cc3ccccc3oc2=O)NC(=O)c2c(/C=C/C(=O)OC3CC4CCC3(C)C4(C)C)cccc2N1 (stereo unspecified),103,95,100,101,95,104,92,106,101

Results, previewed entries included:
Molecule,SN12C,SF-539,786-0,PC-3,SF-295,U251,UO-31,DU-145,SF-268
CCC(C)(C)C1CCC(O)CC1 (stereo unspecified),99,104,.,99,114,107,.,107,101
Cc1nnc(NC(=O)c2nc(S(=O)(=O)Cc3ccc(F)cc3)ncc2Cl)s1,65,84,48,71,99,62,74,88,91
N#CC(C#N)N=Nc1ccc(Cl)cc1,33,53,59,55,95,89,11,68,85
COc1cccc(-c2cc(-c3ccc(Nc4nc(Nc5ccc(F)cc5)nc(Nc5ccc(F)cc5)n4)cc3)nc(N)c2C#N)c1,102,99,90,75,87,95,99,107,96
CCOC(=O)c1[nH]c(-c2ccc(Cl)cc2)cc1-c1cccnc1,44,-25*,24,14,11,21,21,19,47
Cc1[nH]nc2c1C(c1cc3c(cc1[N+](=O)[O-])OCO3)C(C#N)=C(N)O2 (stereo unspecified),96,93,106,102,103,100,75,111,99
CC1(c2cc3ccccc3oc2=O)NC(=O)c2c(/C=C/C(=O)OC3CC4CCC3(C)C4(C)C)cccc2N1 (stereo unspecified),103,95,100,101,95,104,92,106,101
O=C(O)C(Cc1ccc(O)cc1)N1C(=O)/C(=C\c2ccc(-c3ccc(Cl)cc3)o2)SC1=S (stereo unspecified),98,94,104,.,102,97,82,107,102
Clc1cccc(-c2cc(Cn3cnc4ccccc43)on2)c1,76,81,70,84,83,86,61,87,77
N=c1nc(N)ss1,110,100,111,88,100,100,106,109,105
Cc1cc(=O)oc2cc(OCCCOc3ccc(/C=C/C(=O)Nc4ccc(Cl)cc4)cc3)ccc12,84,76,46,68,78,56,62,74,67
COc1cc(OC)c2cc(-c3nc(OC)nc(OC)n3)cnc2c1,104,98,101,84,100,106,74,106,112
O=C1CS/C(=N\c2ncn[nH]2)N1,101,101,95,84,101,99,96,97,97
CC1CCCc2c1nc(N)c(C#N)c2-c1ccc(Cl)cc1 (stereo unspecified),96,103,100,96,97,95,103,112,90
Clc1ccc(Br)c(-c2nc3ccccc3[nH]2)c1,98&91,102&96,103&96,97&95,98&99,95,86&78,112&118,105&113
COc1ccc2[nH]c(O)c(N=NC(=O)COc3ccc(NC(=O)Nc4ccc(Cl)c(Cl)c4)cc3)c2c1,-42*,-98*,-33*,-33*,-45*,-94*,111,-60*,64
OCCNc1ccccc1,108,96,100,96,108,98,91,103,97
O=C(O)c1cccc([N+](=O)[O-])c1/C=C/c1ccccc1,99,107,98,124,95,97,93,105,98
CCc1ccccc1Nc1nc(-c2c(C)nc3sccn23)cs1,82,88,90,59,63,77,70,77,84
CCO/C=N/C1=C(C#N)C(c2ccc(OC)cc2)c2sc3c(C)cccc3c2O1 (stereo unspecified),25,-12*,41,9.3*,1.1*,22,34,22,54
CN(C)CCNc1ncc(F)c(-c2cnc3cc(Cl)ccn23)n1,91,96,97,102,98,104,66,106,96
CCCCS(=O)(=O)Nc1ccc(C(=O)NN)c(Cl)c1,.,97,95,90,99,95,92,112,109
Cc1ccccc1C[P+](c1ccccc1)(c1ccccc1)c1ccccc1,40,34,41,15,25,16,77,32,17
CSc1nc(NN)c(C#N)c(-c2ccco2)n1,89,105,102,87,93,90,76,107,104
COc1ccc(NC(=O)CSc2nnc(-c3cc(-c4ccccc4)nc4ccccc34)n2-c2ccccc2)cc1,89,100,97,73,97,100,67,100,91
Nc1nc(-c2cccc([N+](=O)[O-])c2)c(N=Nc2ccc([N+](=O)[O-])cc2Cl)s1,5.2*,17,3.7*,5.1*,-18*,10,10,20,20
CCN(CC)CCCC(C)Nc1ccnc2ccc(Oc3ccccc3)cc12 (stereo unspecified),79,-41*,72,85,94,63,69,89,66
Cc1nc(Cc2ccccc2)sc1CC#N,96,105,97,109,109,106,82,126,110
CCCCc1nc(Cl)c(C2CC(c3ccc4c(c3)OCO4)=NN2C(C)=O)[nH]1 (stereo unspecified),99,98,97,92,96,97,80,105,90
O=[N+]([O-])c1ccc2c(c1)Cc1ccccc1-2,101,100,91,97,100,91,83,98,96

Next part; the last two above are carried over.
Molecule,SN12C,SF-539,786-0,PC-3,SF-295,U251,UO-31,DU-145,SF-268
CCCCc1nc(Cl)c(C2CC(c3ccc4c(c3)OCO4)=NN2C(C)=O)[nH]1 (stereo unspecified),99,98,97,92,96,97,80,105,90
O=[N+]([O-])c1ccc2c(c1)Cc1ccccc1-2,101,100,91,97,100,91,83,98,96
Cc1nc(N)ncc1CCC1OCCO1,104,96,103,105,119,98,111,109,104
Cc1nc(-c2ccccc2)cc2c(O)c(C(=O)NN)[nH]c(=O)c12,91,100,108,67,111,106,97,115,96
CN(Cc1cc(Br)cc(Br)c1N)C1CCCCC1,96,116,95,98,92,91,61,114,106
COc1cc(/C=C/C(=O)c2ccc(F)cc2)ccc1OCCCCOc1cc2c(cc1OC)C(=O)N1CCCC1C=N2 (stereo unspecified),-48*,-62*,.,-38*,-29*,-100*,-63*,-72*,-12*
N#C/C(=C\c1ccc(-c2ccccc2F)o1)c1nc(-c2cccs2)cs1,96,96,106,94,97,100,66,108,98
O=C(O)/C=C\C(=O)Nc1ccc(Cl)cc1Cl,101,107,102,82,107,90,87,113,103
COc1cc(C(=O)[C@H]2COC(=O)C[C@@H]2c2ccc(OC(C)=O)c(OC)c2)ccc1OC(C)=O,94,.,105,86,97,92,89,113,103
COc1ccc(-c2nc(C(C)C(=O)O)n(-c3nc(C)cc(-n4nc(C(C)C(=O)O)nc4-c4ccc(OC)cc4)n3)n2)cc1 (stereo unspecified),95,92,97,92,91,109,80,105,99
COC(=O)c1nc(N)nc(C(=O)OC)c1C(=O)c1ccc(Cl)cc1,101,99,105,99,99,105,83,106,99
CN(C)c1ccc(S(=O)Nc2ccccc2)cc1 (stereo unspecified),87,102,97,75,103,81,62,98,99
O=S(=O)(Nc1cc(Br)c(O)c2ccccc12)c1ccc(F)cc1,49,85,111,32,95,35,49,81,79
O=S1(=O)Oc2c(Cl)cc(Cl)cc2S(=O)(=O)Oc2c(Cl)cc(Cl)cc21,92,105,114,97,92,.,82,93,106
CC(=O)OC[C@]12CC[C@@H](C(=O)N3CCNCC3)[C@@H]1[C@H]1CC[C@@H]3[C@@]4(C)CC[C@H](OC(C)=O)C(C)(C)[C@@H]4CC[C@@]3(C)[C@]1(C)CC2,86,84,85,69,102,78,60,99,87
C(CCCC1=NCCO1)CCCC1=NCCO1,102,101,99,98,101,98,91,108,104
CCN(CCO)c1cccc(C)c1,102,113,96,125,109,110,80,118,102
Cc1ccc(S(=O)(=O)N(C)CCCCCC(=O)O)cc1,106,98,95,98,93,104,88,102,99
c1ccc2[nH]c(-c3ccncc3)nc2c1,101,122,112,101,122,97,89,108,100
O=C(Nc1ccccc1)N1c2ccccc2SC1c1ccco1 (stereo unspecified),75,95,101,75,75,85,61,109,102
O=C(NN(Cc1ccccc1)Cc1ccccc1)c1ccccc1,94,119,97,86,99,105,77,134,110
CCOC(=O)C(F)C(=O)OCC,55,107,101,54,74,104,.,58,101
CC(C)n1c(/C=C/[C@@H](O)C[C@@H](O)CC(=O)O)c(-c2ccc(F)cc2)c2ccccc21,36,84,64,26,17,16,45,98,44
COCC(O)CN1CCN(c2ccc(C)cc2)CC1 (stereo unspecified),87,98,102,98,102,106,83,107,111
Cc1cc(C(=O)Nc2ccc(C(N)=O)cc2)c(C)o1,96,104,101,100,99,104,91,105,95
CCOC(=O)c1c(-c2ccc(Cl)cc2)c(C#N)c(=O)n(-c2ccccc2CC)c1N,92,100,93,78,74,90,72,93,87
CN1C(=O)N(C)C2C1NC(=O)N2CC(=O)Nc1ccccc1O (stereo unspecified),101,95,101,96,98,101,82,113,97
CCC(O)(CC(=O)O)c1ccccc1 (stereo unspecified),103,94,102,103,103,117,94,115,104
CC/C(=C\c1ccccc1OC)c1ccncc1,97,89,92,84,101,93,60,118,95
Cc1nn(-c2ccc(Br)cc2)c2nc3c(nc12)c(=O)[nH]c1ccccc13,99,.,103,88,105,101,79,122,116
NCCc1ccc(O)c(O)c1,106&95,136&95,96&98,105&102,102&111,115&107,85&85,90&114,110&115
Nc1ccc2ccccc2c1-c1c(N)ccc2ccccc12,37,.,49,31,14,22,41,26,54
COc1ccc(C(=O)Nc2ncc(Cc3ccc(Cl)cc3)s2)cc1,25,-23*,18,23,1.3*,25,37,13,45
Nc1c(C(=O)Nc2cccc3ccccc23)sc2nc3c(cc12)C(=O)CCC3,31,-13*,46,23,-1.4*,15,53,-9.6*,36
O=CNCC(=O)O,99,98,105,109,.,.,99,105,106
CCOC(=O)C1C(=O)C=C(c2cc(OC)c(OC)c(OC)c2)CC1c1sc(N(C)Cc2ccccc2)nc1Cl (stereo unspecified),81,96,86,64,89,88,53,106,74
O=C(Nc1ccccc1)Nc1ccc(C(=O)/C=C/c2ccc(N3CCOCC3)cc2)cc1,98,97,103,98,99,60,80,93,89
COc1cc(C2CC(c3cccc(Nc4ccncc4)c3)=Nc3c(N)ncnc3N2)cc(OC)c1OC (stereo unspecified),94,95,96,94,96,78,99,88,79
CSC1=Nc2c(c(C)c(-c3ccccc3)n2CCCN2CCCCC2)C2=NC(=O)C[C@H](C)N12,45,79,80,.,39,12,57,48,66
Cc1cc(Cl)cc2sc(C(=O)O)c(N)c12,109,102,112,100,108,106,74,120,103
Cc1ccc(-c2c3c(nc4c2c(C)nn4-c2ccccc2)NC2(NC3)C(=O)N(C)c3ccccc32)cc1 (stereo unspecified),90,103,94,57,81,80,83,94,86
Cn1c(/C=C(\C#N)c2ccccc2)nc2c(N3CCOCC3)nc(Cl)nc21,-59*,-88*,-71*,-62*,85,3.2*,-100*,-72*,-66*
c1ccc2sc(-c3ccncc3)nc2c1,81,100,94,93,115,95,90,105,98
N#Cc1ccccc1-c1ccc(Cn2nnnc2-c2ccn(-c3ccc(Cl)cc3)n2)cc1,82,86,76,90,83,94,71,89,76
CNc1ccn(C2CCCO2)c(=O)n1 (stereo unspecified),105,100,90,101,115,103,90,126,114
Cc1ccccc1N1CCN(CC(O)CSc2ccccc2)CC1 (stereo unspecified),96,109,98,81,71,94,71,113,104
Nc1cc(Cl)c2[nH]cnc2n1,96,132,86,104,90,112,94,69,99
CN1CCN(CCCOc2ccc3nc(Nc4cc(Cl)cc(Cl)c4)ccc3c2)CC1,-18*,-87*,-76*,-58*,-76*,-88*,-88*,-84*,-79*
CCOc1ccccc1NC(C)=O,104,100,108,88,106,103,92,110,99
COc1cc(/C=N/Nc2ncnc3c2c(C)nn3-c2ccc([N+](=O)[O-])cc2)ccc1O,102,94,97,102,109,92,95,103,107
CC(C)COC(c1ccccc1)c1ccccc1,95,101,108,79,133,103,89,118,113
CCN(Cc1ccccc1)C(=O)C1CCN(Cc2c[nH]c3ccccc23)CC1,95,102,90,78,95,93,54,104,89
CN(C)c1ccc(/C=N/NC(=S)NC23CC4CC(CC(C4)C2)C3)c(Cl)c1,91,90,103,66,89,90,79,102,102
CN(C)c1ccc(/C=C2\SC(=O)N(Cc3ccc(-c4ccccc4C#N)cc3)C2=O)cc1,98,96,99,100,99,92,91,117,107
CN1CCN(C(=O)[C@]23CCC(C)(C)C[C@@H]2C2=CC[C@@H]4[C@@]5(C)CCCNC(C)(C)[C@@H]5CC[C@@]4(C)[C@]2(C)CC3)CC1,101,93,96,80,103,93,87,114,111
C#Cc1cccc(Nc2nc3ccc([N+](=O)[O-])cc3nc2Nc2cccc(C#C)c2)c1,-39*,-77*,-57*,-42*,-69*,-91*,-84*,-52*,-51*
C[N+](C)(C)CC(=O)N/N=C/c1ccc(O)cc1O,95,98,112,94,97,101,88,113,105
O=C(OC1COC(n2c(=O)oc3ccc(F)cc32)C(OC(=O)c2ccccc2)C1OC(=O)c1ccccc1)c1ccccc1 (stereo unspecified),110,93,99,91,108,92,80,112,98
COc1ccc(-c2nc(SCCC(C)C)nc(N/N=C(/C)c3ccc(C)cc3)c2C#N)cc1,75,87,102,86,98,103,66,104,93
CCOc1nc2cccc(C(=O)O)c2n1Cc1ccc(-c2ccccc2-c2nn[nH]n2)cc1,108&92,109&93,101&105,112&107,108&98,101&100,112&79,125&108,120&97
OCCSc1ccc(Cl)cc1,93&104,92&108,96&108,82&101,101&95,97&102,86&96,107&125,101&124
c1ccc(Cn2cnc3ccc(-c4nc(-c5ccc6c(c5)ncn6C5CCCCC5)cn5ccnc45)cc32)cc1,-35*,-78*,-19*,-40*,-81*,-23*,-51*,-28*,-0.1*

Source: PubChem
